Compound activity as filed in PubChem BioAssay.
Jurkat NFkB inh: inhibitors of induced NF-kB luciferase reporter, primary screen, TCR NF-kB activation inhibitor project, cell-based, luminescence, uHTS. 330,000 tested, 0.53% active. Jurkat, PMA/ionomycin-induced NF-kB luciferase reporter. inhibition, % at 4 µM
Gli-Sufu antag: Gli-Sufu pathway antagonists, primary screen, luciferase luminescence, Sufu-KO-LIGHT cells, uHTS. Sufu-KO-LIGHT fibroblasts, Gli luciferase reporter luminescence. inhibition, % at 5 µM. 340,000 tested, 0.74% active;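 active = inhibition above about 55%, limit read from the data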;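 note: 0% = DMSO-treated cells and 100% = wells with medium but no cells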
SENP7 block: SENP7 protease inhibitors, primary screen, biochemical, luminescence, uHTS; Sentrin-specific protease 7 (Homo sapiens), Q9BQF6; recombinant SENP7, Z-RLRGG-aminoluciferin luminescence, 40 min; inhibition, % at 5 µM; 330,000 tested, 1.5% active;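 active = inhibition above about 50% at the single test dose, limit read from the data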;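 note: plate controls were DMSO with enzyme for no effect and no enzyme buffer wells for full effect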
UBC13 polyUb: UBC13 polyubiquitin chain formation inhibitors, primary screen, biochemical, TR-FRET, uHTS; inhibition, % at 20 µM; 330,000 tested, 0.47% active; AID 485273, 2010; in the data active = inhibition above about 45%, passing the limit was not always enough
HKDC1 inhibitor: HKDC1 hexokinase inhibitors, primary screen, biochemical, fluorescence, uHTS; Q2TB90; recombinant HKDC1, G6PDH/diaphorase resazurin coupled fluorescence; inhibition, % at 20 µM; 340,000 tested, 0.16% active;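 active = inhibition above about 35% when tested at 20 µM, limit read from the data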;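 note: plate controls were DMSO wells with enzyme for no effect and DMSO wells lacking enzyme for full effect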
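Incubation: 90 min at room temperature in dark / Material: recombinant HKDC1 (HK5) hexokinase enzyme, produced in-house / Quantity: enzyme 5 µg/mL final / Compound: one dose of 20 µM, 1% DMSO / Reagent: glucose and ATP substrates / Buffer or medium: Tris pH 8.0 buffer with MgCl2, Tween-20, BSA, BME / Technique: resorufin fluorescence at 613 nm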
SENP8 inh: SENP8 protease inhibitors, primary screen, biochemical, luminescence; Sentrin-specific protease 8 (Homo sapiens), Q96LD8; inhibition, % at 10 µM; purified SENP8, Z-RLRGG-aminoluciferin cleavage; 330,000 tested, 1.2% active
697 NFkB inh: inhibitors of PMA/ionomycin-induced NF-kB reporter, 697 cells, primary screen, B-cell NF-kB inhibitor project, cell-based, luminescence, uHTS; 330,000 tested, 0.33% active; AID 435022, 2010; inhibition, % at 4 µM; 697 B-cell NF-kB luciferase reporter, 16 h; in the data active = inhibition above about 35%
Apaf-1 inh: inhibitors of human Apaf-1 apoptosome, primary screen, biochemical, DEVD-Rh110 fluorescence, uHTS; reconstituted apoptosome caspase-3 activity; inhibition, % at 20 µM; 330,000 tested, 0.71% active; AID 489030, 2010; active = inhibition of at least 40% at 20 µM;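 note: plate controls were DMSO wells for no effect and DEVD-CHO caspase inhibitor wells for full effect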
Target sequence (O14727 whole entry, looked up): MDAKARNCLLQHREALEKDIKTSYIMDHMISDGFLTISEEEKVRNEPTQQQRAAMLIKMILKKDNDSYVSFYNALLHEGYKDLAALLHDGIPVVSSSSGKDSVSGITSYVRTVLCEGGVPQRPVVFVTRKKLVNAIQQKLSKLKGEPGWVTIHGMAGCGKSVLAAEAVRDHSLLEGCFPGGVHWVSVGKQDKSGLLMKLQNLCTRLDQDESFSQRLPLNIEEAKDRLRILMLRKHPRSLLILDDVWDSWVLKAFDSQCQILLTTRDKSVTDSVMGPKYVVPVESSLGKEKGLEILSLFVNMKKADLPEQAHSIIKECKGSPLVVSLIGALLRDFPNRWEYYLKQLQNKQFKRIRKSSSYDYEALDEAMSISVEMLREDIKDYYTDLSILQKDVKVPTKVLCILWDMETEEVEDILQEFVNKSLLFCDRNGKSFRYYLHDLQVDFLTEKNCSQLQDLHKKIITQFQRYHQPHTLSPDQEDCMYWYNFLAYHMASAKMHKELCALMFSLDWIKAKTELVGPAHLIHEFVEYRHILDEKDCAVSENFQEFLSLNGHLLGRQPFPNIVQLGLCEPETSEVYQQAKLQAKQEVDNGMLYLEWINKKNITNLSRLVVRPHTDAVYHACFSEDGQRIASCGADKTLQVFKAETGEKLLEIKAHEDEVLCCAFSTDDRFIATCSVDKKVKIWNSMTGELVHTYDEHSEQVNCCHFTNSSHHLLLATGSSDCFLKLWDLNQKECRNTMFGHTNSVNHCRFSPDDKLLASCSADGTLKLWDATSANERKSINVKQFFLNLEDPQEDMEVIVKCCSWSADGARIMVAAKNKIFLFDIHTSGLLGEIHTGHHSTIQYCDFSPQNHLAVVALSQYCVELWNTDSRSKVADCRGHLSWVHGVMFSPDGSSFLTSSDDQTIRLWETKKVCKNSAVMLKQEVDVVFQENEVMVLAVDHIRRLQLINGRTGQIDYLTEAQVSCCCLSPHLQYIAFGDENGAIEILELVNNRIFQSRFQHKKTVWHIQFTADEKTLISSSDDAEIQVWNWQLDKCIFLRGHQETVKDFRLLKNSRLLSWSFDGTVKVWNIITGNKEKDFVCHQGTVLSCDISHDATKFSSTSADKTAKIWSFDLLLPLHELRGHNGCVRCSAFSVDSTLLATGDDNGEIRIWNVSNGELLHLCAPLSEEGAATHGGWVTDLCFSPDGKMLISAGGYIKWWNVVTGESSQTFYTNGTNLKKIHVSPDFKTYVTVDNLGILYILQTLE
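Material: cell-free apoptosome with Apaf-1, procaspase-3 and caspase-9; Buffer or medium: Hepes pH 7.5 with detergent and BSA; Reagent: cytochrome c trigger plus (Z-DEVD)2-Rh110 caspase-3 substrate; Times: compound with Apaf-1, dATP, procaspase-3 30 min, then 50 min reaction, room temperature; Technique: Rh110 fluorescence intensity.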
Active calls of the source: *. Cut-off read from the data, not from the text of the source, unless noted: active = inhibition above about 50%; inactive = the rest.

Key to letters: A = Jurkat NFkB inh; B = Gli-Sufu antag; C = SENP7 block; D = UBC13 polyUb; E = HKDC1 inhibitor; F = SENP8 inh; G = 697 NFkB inh; H = Apaf-1 inh
1	Cc1cc(C)cc(NC(=S)N2CCN(c3ccc(F)cc3)CC2)c1
  A = -2; B = 2; C = 5; D = 5; E = -15; F = 0; G = 0; H = 1

2	CC(C)CNC(=O)/C=C/c1cccs1
  A = 11; B = -21; C = -4; D = -14; E = -9; F = -4; G = -80; H = -8

3	COc1ccc(NC(=O)CN(C)C(=O)Cc2ccc3c(c2)CCC3)cc1
  A = 15; B = -3; C = -2; D = -11; E = -2; F = 5; G = 11; H = 0

4	COc1ccc(C(CNC(=O)Cn2c(=O)oc3ccccc32)N(C)C)cc1 (configuration not stated)
  A = 5; B = -23; C = 0; D = -4; E = -4; F = 4; G = 17; H = -17

5	CC1=Nn2c(nnc2-c2n[nH]c3c2CCC3)SC1
  A = -15; B = -4; C = 4; D = 1; E = -1; F = 1; G = 23; H = -1

6	Cc1ccc(NC(=O)Nc2ccc(C(=O)N3CCOCC3)cc2)cc1
  A = -1; B = -5; C = 3; D = 7; E = -6; F = -4; G = 6; H = -9

7	O=C1SCCC1NC(=O)C(c1ccccc1)c1ccccc1 (configuration not stated)
  A = -24; B = 18; C = -7; D = -4; E = -5; F = 1; G = -33; H = 16

8	CC(=O)C1=C(C)Nc2ncnn2C1c1ccc(C)cc1 (configuration not stated)
  A = -35; B = -1; C = -11; D = -11; E = -3; F = 0; G = -53; H = -5

9	Cc1c(C(=O)OC2CCCC2)[nH]c2c1C(=O)CC(c1ccco1)C2 (configuration not stated)
  A = 67*; B = 46; C = 7; D = -5; E = 0; F = -3; G = -32; H = 10

10	Cc1onc(-c2ccccc2)c1NC(=O)N(CCC#N)Cc1ccccc1
  A = -16; B = -13; C = 11; D = -13; E = -7; F = -7; G = -55; H = -15

11	COc1ccc(CCNC(=O)C2CCN(C(=O)c3ccc(C(C)(C)C)cc3)CC2)cc1
  A = -2; B = -61; C = -1; D = -3; E = 3; F = 5; G = -134; H = 13

12	COc1ccc([N+](=O)[O-])cc1/C=N/NC(=O)/C(=C\c1cccs1)NC(=O)c1ccccc1
  A = 3; B = -1; C = 3; D = -4; E = -1; F = -2; G = 18; H = 4

13	COc1cc(OC)cc(C(=O)NC2CCN(CCCOc3ccccc3)CC2)c1
  A = 9; B = 36; C = -3; D = 6; E = 0; F = -1; G = -2; H = -5

14	CCN1CCN(C(=O)C2c3cc(OC)c(OC)cc3C(=O)N3CCc4ccccc4C23)CC1 (configuration not stated)
  A = 4; B = 28; C = 1; D = 7; E = -3; F = 2; G = 2; H = 3

15	Cc1ccc2cc(-c3noc(C(C)(C)C)n3)c(=O)[nH]c2c1
  A = -17; B = -13; C = -1; D = 6; E = 1; F = -2; G = 10; H = -2

16	CC(/C=N/n1c(-c2cc(C)[nH]n2)n[nH]c1=S)=C\c1ccccc1
  A = -1; B = 1; C = 4; D = -5; E = 16; F = -4; G = 4; H = 19

17	CN1/C(=c2/s/c(=C3/C(=O)N(c4ccccc4)NC3=Nc3ccccc3)n(C)c2=O)C(C)(C)c2ccccc21
  A = 2; B = -12; C = 6; D = -313; E = 0; F = -3; G = -20; H = 27

18	CSc1ncccc1C(=O)OCC(=O)NC1CCC(C)CC1 (configuration not stated)
  A = -1; B = 1; C = 2; D = 7; E = -1; F = 1; G = 10; H = 10

19	O=C(COC(=O)C1C2CC3OC(=O)C1C3C2)Nc1ccccc1 (configuration not stated)
  A = 1; B = 43; C = -6; D = -3; E = -8; F = -5; G = -13; H = 2

20	O=C(Nn1cnnc1)c1ccc(Cl)c([N+](=O)[O-])c1
  A = 17; B = 5; C = 3; D = 5; E = -6; F = -1; G = 5; H = -17

21	CCCn1nnc(NC(=O)COc2ccccc2Cl)n1
  A = -7; B = 7; C = -3; D = -2; E = -1; F = -7; G = -8; H = 6

22	O=c1c(O)c(-c2ccccc2)oc2cc(O)cc(O)c12
  A = -11; B = -6; C = -8; D = 5; E = -2; F = 10; G = -1; H = -8

23	CCOCc1cnc(C)nc1NCC(=O)c1c(C)[nH]c2cc(C)ccc12
  A = 0; B = 2; C = 8; D = 2; E = -10; F = 6; G = -8; H = -6

24	Cc1ccc(SC(c2ccccc2)C(Cn2cncn2)C(=O)c2ccccc2)cc1 (configuration not stated)
  A = 0; B = -2; C = -5; D = -6; E = -9; F = -6; G = -16; H = 7

25	CCOC(=O)C1=C(C)N=c2s/c(=C/c3ccc(OCC(=O)O)cc3)c(=O)n2C1c1cc(OC)c(OC)c(OC)c1 (configuration not stated)
  A = -2; B = -13; C = -2; D = -32; E = -5; F = -16; G = 9; H = 10

The list goes on.
Key to letters: A = Jurkat NFkB inh; B = Gli-Sufu antag; C = SENP7 block; D = UBC13 polyUb; E = HKDC1 inhibitor; F = SENP8 inh; G = 697 NFkB inh; H = Apaf-1 inh
26	Cc1ccc(S(=O)(=O)NCC(=O)N(CC(=O)NCC2CCCO2)CC2CCCO2)cc1 (configuration not stated)
  A = -4; B = -9; C = 5; D = 15; E = -4; F = 5; G = 14; H = -12

27	O=C(CNC(=O)c1cccs1)N/N=C/c1cccc(Cl)c1
  A = -17; B = -10; C = -8; D = 2; E = 3; F = -8; G = 2; H = -3

28	O=C(CCc1c[nH]c2ccccc12)NC(Cc1ccccc1)C(=O)O (configuration not stated)
  A = 6; B = 1; C = -3; D = -6; E = -2; F = -8; G = 1; H = 10

29	Cc1ccc(CSCC(Nc2ccc(C(=O)O)cc2[N+](=O)[O-])C(=O)O)cc1 (configuration not stated)
  A = -3; B = 2; C = -3; D = -21; E = 7; F = -8; G = -22; H = -1

30	Cc1cc(C)c2nc(N3CCN(C(=O)c4ccco4)CC3)sc2c1
  A = -39; B = -47; C = -9; D = -3; E = -1; F = -9; G = -43; H = 27

31	COc1ccc(NC(=O)c2ccco2)c(NC(=O)c2ccc([N+](=O)[O-])cc2)c1
  A = 8; B = 8; C = -10; D = -7; E = -5; F = -7; G = -22; H = 12

32	CCOC(=O)n1c(=O)oc2ccc(Cl)cc21
  A = -12; B = 5; C = 0; D = -5; E = 5; F = -9; G = -11; H = 7

33	COC(=O)c1c(C(=O)OC)c(-c2ccc(Cl)cc2)n2c1CS(=O)(=O)C2
  A = -7; B = 11; C = -8; D = 0; E = -8; F = -9; G = -4; H = 13

34	COc1ccc(CNC(=O)c2cc(C)nc3ccccc23)cc1OC
  A = 22; B = 3; C = 5; D = 3; E = 10; F = -2; G = 5; H = 2

35	COc1cc(NC(=O)C2CC(c3c(F)cccc3Cl)=NO2)cc(OC)c1OC (configuration not stated)
  A = 14; B = 15; C = 13; D = -10; E = -2; F = -8; G = -16; H = -3

36	Cc1cc(=O)n2ccccc2c1C#N
  A = -3; B = 0; C = 0; D = -9; E = -11; F = -3; G = -28; H = 3

37	CCCn1c(SCC(=O)N2CCCc3ccccc32)nnc1-c1ccccn1
  A = 5; B = 5; C = 2; D = 10; E = 4; F = 1; G = 12; H = -3

38	CSc1nc(C)c2c(n1)N(c1ccc(C(C)C)cc1)CC2
  A = -23; B = 7; C = 4; D = 18; E = 3; F = -6; G = -54; H = 11

39	CC(C)c1onc(C(=O)NCc2ccc(F)cc2)c1[N+](=O)[O-]
  A = 12; B = 6; C = -1; D = -3; E = -6; F = 0; G = -32; H = 6

40	CCN(CC)c1ccc(NC(=O)c2ccc(=O)[nH]c2)cc1S(=O)(=O)Nc1ccc(OC)cc1
  A = 29; B = -15; C = -2; D = -8; E = 3; F = 9; G = -23; H = 21

41	CCOC(=O)c1ccc(NC(=O)CSc2nnc(-c3cccs3)n2CC)cc1
  A = 6; B = -4; C = 4; D = 15; E = -11; F = 2; G = 14; H = -11

42	CC1CCN(CC(O)Cn2c3ccccc3c3ccccc32)CC1 (configuration not stated)
  A = 4; B = -28; C = 1; D = 7; E = -6; F = -13; G = 12; H = -1

43	CCc1ccc(NC(=O)CCn2c(=O)oc3ccccc32)cc1
  A = -1; B = -4; C = 3; D = -2; E = -2; F = -5; G = -6; H = 9

44	Cc1noc(C)c1S(=O)(=O)N(CC(=O)NCc1ccc(F)cc1)c1ccc(C(C)C)cc1
  A = 6; B = 12; C = -1; D = 2; E = -2; F = -1; G = 0; H = 22

45	CC(C)(C)c1ccc(C(=O)NN2CCOCC2)cc1
  A = 2; B = -5; C = 14; D = 3; E = -4; F = -14; G = 16; H = -2

46	NS(=O)(=O)c1ccc(NC(=O)CSc2nc3ccccc3nc2N2CCOCC2)cc1
  A = 8; B = 30; C = 5; D = -3; E = 5; F = 6; G = 14; H = -1

47	Cc1ccc(C2=NOC(C)(c3sc(-c4ccc(Cl)cc4)nc3C)C2)cc1 (configuration not stated)
  A = -23; B = -61; C = 5; D = 4; E = 3; F = -8; G = -31; H = 9

48	O=c1c2ccccc2nnn1Cc1ccc(Br)cc1
  A = -7; B = -9; C = 6; D = 6; E = -2; F = -21; G = 1; H = -2

49	Cc1nn(CC(=O)N2CCCCCC2)c(=O)c2cc3occc3n12
  A = -2; B = -1; C = 4; D = 8; E = -4; F = 2; G = 13; H = -13

50	CC(=O)Nc1ccc(CC(=O)NCCC(c2ccccc2)c2ccccc2)cc1
  A = 40; B = 26; C = -5; D = 4; E = 3; F = 2; G = -9; H = 7

51	O=C(CCCSc1ccccc1)Nc1nc(-c2ccccn2)cs1
  A = 21; B = -22; C = 5; D = -7; E = 1; F = 8; G = 6; H = 11

Rewritten as a markdown table: entries from further up
| entry | molecule | Jurkat NFkB inh | Gli-Sufu antag | SENP7 block | UBC13 polyUb | HKDC1 inhibitor | SENP8 inh | 697 NFkB inh | Apaf-1 inh |
| --- | --- | --- | --- | --- | --- | --- | --- | --- | --- |
| 27 | O=C(CNC(=O)c1cccs1)N/N=C/c1cccc(Cl)c1 | -17 | -10 | -8 | 2 | 3 | -8 | 2 | -3 |
| 28 | O=C(CCc1c[nH]c2ccccc12)NC(Cc1ccccc1)C(=O)O (configuration not stated) | 6 | 1 | -3 | -6 | -2 | -8 | 1 | 10 |
| 29 | Cc1ccc(CSCC(Nc2ccc(C(=O)O)cc2[N+](=O)[O-])C(=O)O)cc1 (configuration not stated) | -3 | 2 | -3 | -21 | 7 | -8 | -22 | -1 |
| 30 | Cc1cc(C)c2nc(N3CCN(C(=O)c4ccco4)CC3)sc2c1 | -39 | -47 | -9 | -3 | -1 | -9 | -43 | 27 |
| 31 | COc1ccc(NC(=O)c2ccco2)c(NC(=O)c2ccc([N+](=O)[O-])cc2)c1 | 8 | 8 | -10 | -7 | -5 | -7 | -22 | 12 |
| 32 | CCOC(=O)n1c(=O)oc2ccc(Cl)cc21 | -12 | 5 | 0 | -5 | 5 | -9 | -11 | 7 |
| 33 | COC(=O)c1c(C(=O)OC)c(-c2ccc(Cl)cc2)n2c1CS(=O)(=O)C2 | -7 | 11 | -8 | 0 | -8 | -9 | -4 | 13 |
